Bioassay records deposited in PubChem BioAssay by National Center for Advancing Translational Sciences (NCATS).
12-hLO inh: qHTS Assay for Inhibitors of 12-hLO (12-human lipoxygenase); Polyunsaturated fatty acid lipoxygenase ALOX12 (Homo sapiens), P18054; purified 12-hLO, xylenol orange hydroperoxide absorbance; Potency, µM (titrated, usually from 57.1 µM), inactives show top-dose activity change, negative = inhibition, hits mostly inhibitors; hit rate 0.12% among 150,000; note: potency is the fitted concentration of half-maximal effect; nearly all actives have a fitted effect of over 55% in size; many of its hits are not listed in these tables
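Hydroperoxide formation by human 12-lipoxygenase from 40 uM arachidonic acid was followed colorimetrically via ferric-xylenol orange complex, using the 573/405 nm absorbance ratio. Enzyme concentration was 150 nM, with 30 min reaction at room temperature.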
IMPase cell inh: qHTS Assay for Identifying the Cell-Membrane Permeable IMPase Inhibitors; inhibition (IP1 accumulation), % at 46.1 µM; Inositol monophosphatase 1 (Rattus norvegicus), P97697; CHO-M1 cells, IP1 accumulation, HTRF TR-FRET ratio; 120,000 tested, under 10 active; active = well fitted curve in the direction sought with a large enough effect in the signal ratio, not every such curve was filed as active; inconclusive = small, poorly fitted or top-dose-only effect, or a change in a side signal; inactive = no such curve, though single readings can be large or run the other way; the % refers to the signal ratio;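 note: cells stimulated with carbachol in lithium chloride buffer; plate controls were DMSO basal wells for no effect and reference inhibitor wells for full effect; higher means more IMPase inhibition seen as more IP1 and lower FRET ratio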
Target sequence (P97697 whole entry, looked up): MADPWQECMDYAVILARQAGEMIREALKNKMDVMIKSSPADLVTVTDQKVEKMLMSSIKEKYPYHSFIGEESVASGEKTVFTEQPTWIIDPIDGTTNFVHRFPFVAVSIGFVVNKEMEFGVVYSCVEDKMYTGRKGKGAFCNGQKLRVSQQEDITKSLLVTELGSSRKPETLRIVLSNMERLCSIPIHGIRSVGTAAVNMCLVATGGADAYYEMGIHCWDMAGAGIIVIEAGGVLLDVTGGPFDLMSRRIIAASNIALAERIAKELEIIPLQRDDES
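Carbachol-driven Gq signalling in CHO-M1 cells (2000/well) generates IP1. Compounds that block IMPase raise IP1 and so reduce the FRET signal from Eu-anti-IP1 and d2-IP1 after a 10 min room-temperature lysis.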
ALOX15B inhib: qHTS Assay for Inhibitors of 15-hLO-2 (15-human lipoxygenase 2) | hit rate 0.56% among 110,000 | AID 881, 2007 | Polyunsaturated fatty acid lipoxygenase ALOX15B (Homo sapiens), O15296 | purified 15hLO-2, xylenol orange hydroperoxide absorbance | Potency, µM (top dose mostly 57.1 µM), for inactives: top-dose activity change, negative = inhibition, most hits filed as inhibitors; note: potency is the fitted concentration of half-maximal effect; nearly all actives have a fitted effect of over 60% in size; many of its hits are not listed in these tables
Target sequence (O15296 whole entry, looked up): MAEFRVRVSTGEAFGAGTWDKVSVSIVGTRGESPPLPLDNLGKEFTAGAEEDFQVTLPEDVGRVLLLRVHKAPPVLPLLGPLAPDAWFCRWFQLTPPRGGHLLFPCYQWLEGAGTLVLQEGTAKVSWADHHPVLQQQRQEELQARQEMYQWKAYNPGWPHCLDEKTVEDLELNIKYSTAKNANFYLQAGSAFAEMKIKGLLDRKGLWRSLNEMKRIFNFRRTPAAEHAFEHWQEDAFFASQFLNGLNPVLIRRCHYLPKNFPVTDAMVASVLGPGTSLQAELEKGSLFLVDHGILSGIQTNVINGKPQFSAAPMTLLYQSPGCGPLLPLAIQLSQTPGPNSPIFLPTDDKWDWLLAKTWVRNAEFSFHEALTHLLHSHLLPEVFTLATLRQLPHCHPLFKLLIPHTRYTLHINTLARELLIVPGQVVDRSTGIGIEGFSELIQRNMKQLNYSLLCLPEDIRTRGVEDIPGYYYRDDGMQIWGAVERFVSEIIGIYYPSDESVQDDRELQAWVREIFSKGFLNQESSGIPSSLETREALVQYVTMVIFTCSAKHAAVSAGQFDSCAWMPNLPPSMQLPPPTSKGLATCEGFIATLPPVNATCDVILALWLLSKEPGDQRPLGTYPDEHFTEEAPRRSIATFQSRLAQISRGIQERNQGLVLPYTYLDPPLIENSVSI
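Read-out: hydroperoxide product oxidises ferrous iron, measured as xylenol orange complex via the 573-to-405 nm absorbance ratio after 30 min. Reaction: 50 nM enzyme, 15 min compound preincubation, 45 uM arachidonic acid, 90 min RT, Hepes pH 7.5 with Triton X-100.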
PNC assembly inh: High Content Assay for Compounds that inhibit the Assembly of the Perinucleolar Compartment; hit rate 3.1% among 140,000; activity change (PNC), negative = inhibition, % at 10 µM; PC3M PTB-GFP, PNC prevalence imaging, 16 h; hits give low values; AID 2417, 2010;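 active = readout at or below -70, meaning at least 70% loss of cells showing the perinucleolar compartment, a nuclear body marking cancer cells; inconclusive = readout between -30 and a set limit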;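 note: plate controls were DMSO wells for no effect and camptothecin positive control wells for full effect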
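PC3M cells stably expressing PTB-GFP, 750–1000 cells/well, treated 16 h at 37 °C with compound (23 nl of library stock), in duplicate. After paraformaldehyde fixation and Hoechst stain, imaged at 20x; PNC prevalence scored by image analysis.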
* hit, by the source's call; ? = inconclusive; . = not tested or not shown; [ ] = dose if it differs, or a comment. Unless noted, calls come from the whole dose curve; as a rule, active = well fitted curve in the direction sought with a large enough effect; inconclusive = small, poorly fitted or top-dose-only effect, or another doubt; inactive = no such curve, though single readings can be large; an effect the other way counts as inactive or inconclusive. Unless noted, % is set by controls: 0 for no effect and ±100 for the full control effect. A portion of the library, so the mix of outcomes need not match the whole.

PNC assembly inh	ALOX15B inhib	12-hLO inh	IMPase cell inh	SMILES
23	-23%	1%	-8	COc1ccc(-c2nn(-c3ccccc3)cc2/C=C2/SC(=S)N(Cc3ccco3)C2=O)c(C)c1
?	17%	-9%	10	Brc1cccc(OCCOCCn2ccnc2)c1
0	-6%	-1%	7	CCOC(=O)N1CCC(N(C(=O)Nc2ccccc2)C(C)CC)CC1 (stereo not given)
0	3%	2%	6	O=C1c2cccnc2C(O)N1Cc1ccccc1 (stereo not given)
?	40%[activator]	0%	-6	N#Cc1nc(COc2ccccc2)oc1NCCCn1ccnc1
-9	.	-4%	.	Cc1ccc(S(=O)(=O)N2CCCOC2CNC(=O)C(=O)NCc2cccs2)cc1 (stereo not given)
-109*	.	-2%	.	Cc1cc(C(=O)Nc2cccc([N+](=O)[O-])c2)c(C)o1
12	.	3%	6	COC(=O)C1=C(C)Nc2ncnn2C1c1ccc(C)o1 (stereo not given)
42	-3%	2%	-1	Brc1ccc(-c2nn3c(-c4ccccn4)nnc3s2)o1
-2	-3%	-8%	2	CCCN1C(=O)c2cc(C(=O)NC3CCCC3)ccc2C1O (stereo not given)
-5	.	1%	.	CC(C)C(=O)NC(=O)[C@@H]1CCCN1C(=O)/C=C/c1ccccc1
1	2%	-3%	2	Cc1cc(=O)[nH]c(Nc2cccc(C(F)(F)F)c2)n1
23	2%	-1%	2	Cc1cccc(N2CCN(C(=O)c3ccncc3)CC2)c1C
28	-2%	-1%	-4	CNC(=O)CN(c1ccc2c(c1)OCCO2)S(C)(=O)=O
13	?	?	4	COc1ccc(OC)c(C2CC(=O)N3CN(c4cccc(Cl)c4)CSC3=C2C#N)c1 (stereo not given)
9	-4%	1%	-8	O=C(NCc1ccco1)C1CCCN(S(=O)(=O)c2ccc(-n3cnnn3)cc2)C1 (stereo not given)
-21	.	-4%	22	COC(=O)C1=C(C)N=c2s/c(=C/c3cccs3)c(=O)n2C1c1ccc(F)cc1 (stereo not given)
7	0%	2%	9	CCC1(C(=O)c2ccccc2)C2c3cc(Br)ccc3OC(=O)C21C(=O)N1CCOCC1 (stereo not given)
?	54%[activator]	2%	5	CC(C)CCNC(=O)c1ccc2c(c1)ncn2C1CCCCC1
-24	.	-2%	10	COc1ccc2nc(/C=N/NC(=O)[C@H](CCSC)NC(=O)OC(C)(C)C)ccc2c1
-2	.	0%	.	Cc1nn(C)cc1C1C(C#N)=C(N)N(c2ccc(F)c([N+](=O)[O-])c2)C2=C1C(=O)CCC2 (stereo not given)
?	.	-5%	.	O=C(NNc1nc(-c2ccccc2)cs1)c1ccco1
-1	-5%	-3%	-2	Cc1nnc2n(-c3ccccc3)c(=O)c3c4c(sc3n12)COC(C)(C)C4
?	-1%	5%	0	CCCCOc1ccc(NC(=O)C(=O)NCCC2=CCCCC2)cc1
-14	.	-4%	.	CCN(CC)S(=O)(=O)c1ccc(C(=O)NNC(=O)c2cccs2)cc1
38	1%	-4%	-5	O=C(NCc1ccccc1)c1c(F)c(F)c(F)c(F)c1F
-1	.	1%	.	O=C(CCc1nc2ccccc2s1)c1ccccc1
-14	.	-7%	8	O=C(CCSCc1cccc(Cl)c1)NC1CCCC1
.	-9%	0%	10	Oc1cc(O)c2c(c1)O[C@H](c1ccc(O)c(O)c1)[C@@H](O)C2
-7	-8%	-8%	5	CC1CCC(C(=O)NC(C(=O)NCCCN2CCOCC2)C(C)C)CC1 (stereo not given)
12	7%	5%	2	CC(NC(=O)c1ccco1)C1CCCO1 (stereo not given)
-6	.	4%	2	CC(C)COP(=O)(c1ccc(N(C)C)cc1)C(Nc1ccccc1)c1ccccc1 (stereo not given)
21	.	-1%	.	Cc1ccccc1NC(=O)Cn1cnc2c(oc3nc4c(cc32)COC(C)(C)C4)c1=O
25	-4%	3%	9	O=C(CSc1ccccc1C(=O)O)Nc1cccc(C(=O)O)c1
?	.	18%	-6	CC(C)c1nc2sc3c(=O)n(N)cnc3c2c2c1COC(C)(C)C2
20	-4%	-3%	-4	Cc1cccc(-c2nnc(SCCOc3ccc4c(C)cc(=O)oc4c3)o2)c1
?	.	-1%	.	CCCCOc1ccc(C(=O)N/C(=C/C=C/c2ccccc2)C(=O)NCCO)cc1
-112*	4%	1%	8	O=C(Nc1ccc(OCc2ccccc2)cc1)c1cccnc1
-29	.	-4%	6	Cc1ccc(C(=O)Oc2ccc([N+](=O)[O-])cc2)cc1S(=O)(=O)N1CCCCCC1
?	.	6%	1	c1ccc(-c2cc(N3CCCCC3)nc(-c3ccccc3)n2)cc1
18	2%	2%	6	O=C(Nc1ccccn1)[C@@H]1CCC(=O)N1C(=O)OCc1ccccc1
36	3%	1%	9	CS(=O)(=O)Nc1ccccc1C(=O)Nc1ccc2c(c1)OCCO2
7	-7%	0%	-7	CCOC(=O)N1CCN(c2c(NCc3cccs3)c(=O)c2=O)CC1
220	.	?	3	Cc1cc2n(n1)SC(Nc1ccc(F)c(Cl)c1)N2 (stereo not given)
?	.	1%	.	CN(C)c1ccc(C(CNS(=O)(=O)c2ccc(F)cc2)c2c[nH]c3ccccc23)cc1 (stereo not given)
?	-7%	0%	-6	COc1cc(NS(=O)(=O)c2ccc(OC)c(OC)c2)cc(OC)c1
.	9%[0.0915 µM]	-1%[0.00818 µM]	.	COc1ccc(-c2cc(C(=O)O)no2)cc1
30	-23%	5%	-7	CCOC(=O)C(Cc1ccc(NC(=O)/C(=C/c2ccccc2)NC(=O)c2ccccc2)cc1)N1C(=O)c2ccccc2C1=O (stereo not given)
-5	4%[2.29 µM]	-1%	-9	CN(C)CCNC(=O)c1ccc(COCC(F)(F)F)cc1
6	-1%	1%	-4	CCCNC(=O)CN(C)C(=O)c1n[nH]c2ccccc12
0	1%	-2%	-8	O=C(Nc1ccc(Cc2ccc(NC(=O)N3CCOCC3)cc2)cc1)N1CCOCC1
3	6%	-19%	5	Cc1cccc(C)c1-n1c(C)cc(/C=N\Nc2ccc([N+](=O)[O-])cn2)c1C
-8	0%	-2%	-4	COCC(=O)Nc1cc(OC)ccc1OC
?	-10%	5%	-1	COC(=O)c1cc(NC(=O)Cn2c(=O)cnc3ccccc32)cc(C(=O)OC)c1
-28	.	-4%	.	O=C(c1cccnc1)N1CCN(c2ccc(Cl)cc2)CC1
40	.	1%	.	CC(C)NS(=O)(=O)c1ccc(NC(=O)NC2CCCCC2)cc1
3	?	-6%	4	Cc1c(NC(=S)/C=C2\N(C)c3ccccc3C2(C)C)c(=O)n(-c2ccccc2)n1C
?	-20%	-9%	6	CN(Cc1ccccc1)c1nc2c(c(=O)[nH]c(=O)n2C)n1CCCc1ccccc1
?	8%	-2%	7	CC(C)CNS(=O)(=O)c1ccccc1C(=O)N1CCCCC1
4	.	1%	14	O=C(C[n+]1ccc2ccccc2c1)Nc1cc(C(F)(F)F)ccc1Cl

Exported with each value named: entries from further up.
CN(C)CCNC(=O)c1ccc(COCC(F)(F)F)cc1
  PNC assembly inh = -5 | ALOX15B inhib = 4%[2.29 µM] | 12-hLO inh = -1% | IMPase cell inh = -9
CC(C)NS(=O)(=O)c1ccc(NC(=O)NC2CCCCC2)cc1
  PNC assembly inh = 40 | ALOX15B inhib = . | 12-hLO inh = 1% | IMPase cell inh = .
COC(=O)c1cc(NC(=O)Cn2c(=O)cnc3ccccc32)cc(C(=O)OC)c1
  PNC assembly inh = ? | ALOX15B inhib = -10% | 12-hLO inh = 5% | IMPase cell inh = -1

Other results follow:
PNC assembly inh	ALOX15B inhib	12-hLO inh	IMPase cell inh	SMILES
?	5%	0%	-4	NS(=O)(=O)c1cccc(NC(=O)Cn2cnc3ccccc3c2=O)c1
-5	.	-4%	-4	COc1cc(Cl)c(S(=O)(=O)N2CCN(Cc3ccc4c(c3)OCO4)CC2)cc1Cl
2	-3%	4%	0	O=C(OCC#CCSc1nnc(-c2ccccc2)o1)c1cc2ccccc2o1
41	-7%	-2%	3	Cc1ccccc1NC(=O)CC1S/C(=N/c2nccs2)N(C)C1=O (stereo not given)
42	.	-3%	-3	Cc1ccc(C)c(NC(=S)NCC(c2cccnc2)N2CCOCC2)c1 (stereo not given)
-18	-6%	-3%	2	CCOc1nc(-c2ccc(OC)cc2)ccc1-c1noc(-c2cc(OC)c(OC)c(OC)c2)n1
26	-3%	-6%	13	Cc1cccc(NC(=O)Cn2cnc3ccccc3c2=O)c1C
-27	.	-1%	.	COc1ccc(Nc2nc(Cl)nc(NCCO)n2)cc1
-8	6%[2.29 µM]	-9%	11	OCCn1c(CSc2nnc(-c3ccco3)n2-c2ccccc2)nc2ccc(Cl)cc21
24	?	-1%	4	Cc1cc(S(=O)(=O)NCCN(C)C)c(C)s1
-18	.	-1%	.	Cc1ccc(-c2cc(C(=O)Nc3sc4c(c3C(=O)NCc3ccco3)CCC4)[nH]n2)c(O)c1
?	.	-2%	.	O=C(c1ccccc1Sc1ccc([N+](=O)[O-])cc1)N1CCCCC1
-102*	.	2%	.	CC(c1ccco1)N(C(=O)c1ccccc1NS(=O)(=O)c1cccc([N+](=O)[O-])c1)c1ccccn1 (stereo not given)
.	-22%[11.4 µM]	-6%[11.4 µM]	.	N=C(N)[C@H](N=Nc1ccccc1)C(N)=O
8	31%[activator]	1%	17	CC(C)(Oc1ccc(Cl)cc1)C(=O)NCCCn1ccnc1
60	0%	7%	3	S=C(NCc1cccnc1)Nc1ccc(Cl)cc1
-9	.	-15%	-22	C=C(C)CNC(=S)Nc1sc2c(c1C(=O)OCC)CC(C)(C)OC2
6	?	-24%	7	Cc1cc(NO)nc(-c2ccc(Br)cc2)n1
-12	4%	4%	6	C=CCNC(=O)c1cccc(Br)c1
-113*	.	-7%	.	CC(CCc1ccccc1)NC(=O)c1ccc(NC(=O)c2cccc(Br)c2)cc1 (stereo not given)
10	.	-1%	12	CC1CC(C)(C)N(C(=O)CN2C(=O)c3ccccc3C2=O)c2ccccc21 (stereo not given)
-6	-5%	-7%	12	O=C(COc1ccc(S(=O)(=O)N2CCCC2)cc1Cl)Nc1ccc2c(c1)OCO2
34	15%	1%	11	N=c1ccn(Cc2ccc(Cl)cc2Cl)cc1
15	-19%[11.4 µM]	9%	-13[1.84 µM]	O=C(CSc1nnc(-c2ccccc2)c(-c2ccccc2)n1)N1CCc2ccccc21
11	1%	1%	3	O=C(CC1CCCCC1)N1CCC(c2nc(-c3ccc(S(=O)(=O)N4CCCC4)cc3)no2)CC1
53	.	?	2	Cc1cccc(-c2n[nH]c(=S)n2Cc2ccccc2)c1
?	-6%	3%	-4	CC(=O)c1ccc(NC(=O)CCC(=O)OCC(F)(F)C(F)F)cc1
-28	.	4%	-11	NC(=O)CSc1nc2c(c(=O)n1-c1ccccc1)C1(CCCCC1)Cc1ccccc1-2
.	0%	-2%	.	NCCN
12	.	0%	.	COC(=O)c1c(NC(=O)CSc2nc3ccccc3c(=O)n2-c2ccccc2)sc(C)c1C
48	-5%	-3%	-22	COC(=O)Cc1c(C)c2cc(Cl)c(OC(=O)c3ccco3)cc2oc1=O
?	.	4%	8	COc1ccc(-c2noc(CN(C(=O)c3cccs3)C(C)C)n2)cc1
42	.	0%	.	O=c1cc(-c2ccc(F)cc2)[nH][nH]1
-10	8%	-11%	8	O=C(CSc1nc2ccccc2[nH]1)c1ccco1
